Screens from PubChem BioAssay.
Gal4-VP16 FLuc: inhibits Gal4-VP16 luciferase reporter, ROR gamma counter-screen; Drosophila S2 Gal4-VP16 UAS-luciferase, luminescence, 20 h; Potency, µM (highest dose often 53.6 µM), for the others: at the top dose activity, negative = inhibition, usual class: inhibitors; 310,000 compounds, 3.5% hits;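 also: Gal4-VP16 expression switched on by copper sulfate through the metallothionein promoter; potency is read from the fitted curve at half-maximal effect; % is scaled to controls: 0 for no effect and ±100 for the full control effect; nearly all actives have a fitted effect of over 50% in size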
BRCA1 expr act: BRCA1 expression activation; MCF7-BRCA1-FFLuc reporter, luminescence, 48 h; response scale: scaled: vehicle 0%, 10 µM genistein 100%; Potency, µM (titrated, usually from 46.1 µM), without a hit: at the highest dose activation, hits mostly activators; 380,000 compounds, 1.1% hits; AID 624202; also: potency is read from the fitted curve at half-maximal effect; nearly all actives have a fitted effect of over 80% in size; some results filed as inactive show a strong effect at the top dose
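MCF7-BRCA1-FFLuc, 2000 cells/well; 2 h attach, 37 °C/5% CO2; compound 48 h; luciferase substrate 15 min; luminescence end-point. Norm. to genistein 10 microM max activation and DMSO; concentration-response curves fitted.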
ELG1 genotox: inducers of genotoxicity in HEK293T ELG1-luciferase cells | Potency, µM (series often up to 46 µM), for the others: at the highest dose activity change, positive = activation, actives largely listed as activators | 330,000 compounds, 1.3% hits | AID 504466 | HEK293T ELG1-luciferase reporter, luminescence, 16 h; also: potency is read from the fitted curve at half-maximal effect; % of control where 0% means no effect; nearly all actives have a fitted effect of over 60% in size
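Genotoxicity was scored as increased ELG1-luciferase reporter signal, measured by ONE-Glo luminescence (30 min, room temperature). Compound or vehicle exposure of the HEK293T reporter cells lasted 16 hr at 37°C.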
p53 reactivation: mutant p53 re-activation in reporter cells; Potency, µM (highest dose often 92.2 µM), for the others: top-dose activity change, positive = activation, usual class: activators; H1299 p53-A138V BP100-luciferase reporter, luminescence, 24 h; 320,000 compounds, 0.063% hits; AID 504706; also: potency is read from the fitted curve at half-maximal effect; % of control where 0% means no effect; nearly all actives have a fitted effect of over 45% in size
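H1299 (p53-null), stable ts p53-A138V + BP100-Luc; 1000 cells/well, Opti-MEM/10% FBS; cpd 4 pt, 1:5; 24 h, 37 deg C, 5% CO2; detection reagent 10 min RT; luminescence.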
NPC1 prom act: NPC1 promoter activation. Potency, µM (series often up to 9.22 µM), for the others: top-dose activation, most hits filed as activators. 320,000 compounds, 2.4% hits. Huh7 NPC1 promoter luciferase reporter, 24 h;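 also: potency is read from the fitted curve at half-maximal effect; % of control where 0% means no effect; nearly all actives have a fitted effect of over 60% in size; reporter is driven by a mutant NPC1 promoter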
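Stably transfected Huh7 (NPC1 promoter→luciferase), 1500 cells/well in Opti-MEM + 10% FBS, 2 h settle, then compound 24 h at 37 °C. Luminescence after 10 min with Amplite reagent.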
RORgamma inh: ROR gamma (mouse) transcription inhibition. AID 2551. Drosophila S2 Gal4-RORgamma UAS-luciferase reporter, 20 h. 310,000 compounds, 5.4% hits. Potency, µM (titrated, usually from 53.6 µM), inactives show top-dose activity change, negative = inhibition, actives largely listed as inhibitors. P51450; also: potency is read from the fitted curve at half-maximal effect; % is scaled to controls: 0 for no effect and ±100 for the full control effect; nearly all actives have a fitted effect of over 60% in size
Target sequence (P51450 whole entry, looked up, the tested form may be a part): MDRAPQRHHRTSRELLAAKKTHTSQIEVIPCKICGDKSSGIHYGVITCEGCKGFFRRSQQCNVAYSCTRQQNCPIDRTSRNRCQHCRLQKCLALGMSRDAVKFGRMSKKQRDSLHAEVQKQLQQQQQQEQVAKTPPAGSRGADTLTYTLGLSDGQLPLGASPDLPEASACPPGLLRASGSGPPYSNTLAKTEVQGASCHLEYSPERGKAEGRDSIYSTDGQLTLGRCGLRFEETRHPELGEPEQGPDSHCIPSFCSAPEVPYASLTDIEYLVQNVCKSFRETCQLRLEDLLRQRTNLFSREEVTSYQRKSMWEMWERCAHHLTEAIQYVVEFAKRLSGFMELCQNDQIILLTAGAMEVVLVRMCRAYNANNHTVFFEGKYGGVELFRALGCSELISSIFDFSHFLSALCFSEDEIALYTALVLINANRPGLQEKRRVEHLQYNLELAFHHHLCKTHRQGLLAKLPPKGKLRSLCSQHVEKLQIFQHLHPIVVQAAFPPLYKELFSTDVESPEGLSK
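Luciferase reporter read in Schneider cells carrying Gal4-RORγ (mouse) and UAS-Photinus luciferase; cells given compound 1 h before 700 uM copper sulfate induction, then incubated 20 h at ambient temperature.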
TRPV1 agonist: activates the human vanilloid receptor TRPV1; Q8NER1; TRPV1-expressing cells, Fluo-8 calcium influx, agonist mode; activation, % at 8.33 µM; 320,000 compounds, 0.19% hits; in the data active = activation above about 80%; inconclusive = between about 30% and that limit; also: 0% is about no effect
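TRPV1-expressing cells were cultured overnight at 35.5C and loaded with Fluo-8 calcium dye for 40 to 90 min at room temperature. After a 10 s baseline, compound was added and calcium influx was read kinetically for 3 min (ex 480/em 520 nm).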
ELG1 repair inh: blocks ELG1-dependent DNA repair in HEK293T cells; AID 504467; Potency, µM (top dose mostly 46.1 µM), for the others: at the top dose activity change, negative = inhibition, usual class: inhibitors; 330,000 compounds, 2.3% hits; HEK293T ELG1-luciferase reporter, luminescence, 16 h; DNA damage induced by 5-fluorouridine; also: potency is read from the fitted curve at half-maximal effect; % is scaled to controls: 0 for no effect and ±100 for the full control effect; nearly all actives have a fitted effect of over 55% in size
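Luminescence from the luciferase reporter, measured 30 min after ONE-Glo reagent at room temperature, was the read-out. Beforehand, 2,000 cells per well were exposed for 16 hr at 37 °C to 5-fluorouridine together with compound or vehicle.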
FLuc counter: firefly luciferase modulation, counter-screen for miR-21 project | purified FLuc, Km substrates, luminescence inhibition | Potency, µM (doses to about 57.5 µM), for inactives: at the highest dose activity change, negative = inhibition, hits mostly inhibitors | 360,000 compounds, 6.9% hits | AID 588342;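 also: potency is read from the fitted curve at half-maximal effect; plate controls were vehicle for no effect and reference inhibitor for full effect; nearly all actives have a fitted effect of over 55% in size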
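Biochemical qHTS of compounds, final roughly 60 µM downward over six points, against 10 nM purified firefly luciferase using Km concentrations of substrates (10 uM D-luciferin, 10 uM ATP) in Tris acetate pH 7.5 buffer; luminescence output.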
Rab9 prom act: activates the Rab9 promoter | Huh7 Rab9 promoter-luciferase reporter, luminescence, 24 h | Potency, µM (top dose mostly 9.22 µM), inactives show top-dose activation, negative = inhibition, most hits filed as activators | 320,000 compounds, 2.8% hits | AID 485297; also: potency is read from the fitted curve at half-maximal effect; % of control where 0% means no effect; nearly all actives have a fitted effect of over 60% in size
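Luminescence from Amplite-detected luciferase (10 minutes, ambient) reports Rab9 promoter activation. Before that, stable Rab9-luciferase Huh7 cells (1500/well, reduced-serum OP-MEM I plus 10% FBS) were exposed to compound for 24 hours at 37C.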
Tb PFK inh: inhibitors of T. brucei phosphofructokinase; 330,000 compounds, 0.17% hits; AID 485367; Potency, µM (titrated, usually from 57.5 µM), inactives show top-dose activity, negative = inhibition, most hits filed as inhibitors; O15648; T. brucei PFK, ADP-Glo luminescence;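 also: potency is read from the fitted curve at half-maximal effect; 0% = uninhibited 1x PFK enzyme wells and -100% = no-enzyme wells; nearly all actives have a fitted effect of over 60% in size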
Target sequence (O15648 whole entry, looked up): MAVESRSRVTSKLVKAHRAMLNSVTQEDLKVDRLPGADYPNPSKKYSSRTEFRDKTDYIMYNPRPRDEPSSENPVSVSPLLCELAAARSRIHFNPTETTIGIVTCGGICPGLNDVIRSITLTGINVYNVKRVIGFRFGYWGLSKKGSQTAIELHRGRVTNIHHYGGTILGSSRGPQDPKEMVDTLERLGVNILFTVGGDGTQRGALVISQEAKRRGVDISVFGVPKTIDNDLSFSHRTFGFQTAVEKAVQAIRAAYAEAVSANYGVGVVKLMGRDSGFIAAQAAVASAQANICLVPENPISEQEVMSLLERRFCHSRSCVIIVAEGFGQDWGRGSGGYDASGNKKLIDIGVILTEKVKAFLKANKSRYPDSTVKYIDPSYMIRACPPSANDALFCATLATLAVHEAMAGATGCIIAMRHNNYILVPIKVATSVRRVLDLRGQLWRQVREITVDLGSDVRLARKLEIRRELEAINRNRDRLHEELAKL
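In TEA buffer at pH 8.0 with 5 mM MgCl2, enzyme (1.25 nM) converted F6P (0.5 mM) and ATP (0.1 mM) for 45 min at room temperature. ADP product was read by luciferase luminescence.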
An asterisk follows results filed as active; ? = inconclusive; nt = not tested or not shown; & = joins results of further samples; [ ] = dose if it differs, or a comment. Unless noted, calls follow the shape of the dose curve; as a rule, active = well fitted curve in the direction sought with a large enough effect; inconclusive = small, poorly fitted or top-dose-only effect, or another doubt; inactive = no such curve, though single readings can be large; an effect the other way counts as inactive or inconclusive.

SMILES	Gal4-VP16 FLuc	BRCA1 expr act	ELG1 genotox	p53 reactivation	NPC1 prom act	RORgamma inh	TRPV1 agonist	ELG1 repair inh	FLuc counter	Rab9 prom act	Tb PFK inh
COc1ccccc1N1C(=O)C2C(C(=O)c3ccccc3)=NN(c3ccc(C)cc3)C2C1=O (centres undefined)	6%	-33%	2%	5%	-1%	11%	17	-9%	4%	2%	-4%
COc1cc(/C(C)=N/N2CCN(Cc3ccc(C)cc3)CC2)ccc1O	-2%	-6%	-4%	14%	0%	-2%	-2	25%	-1%	-2%	4%
Cc1c(NC(=O)C(C)OC(=O)C(NC(=O)c2ccco2)C(C)C)c(=O)n(-c2ccccc2)n1C (centres undefined)	-23%	0%	-1%	9%	-6%	-6%	nt	6%	-5%	-6%	-2%
COc1ccc(NC(=O)NCCc2cccc(Cl)c2)cc1OC	-13%	46%	11%	0%	11%	9%	?	?	-3%	18%	-2%
CCOc1ccc(N2CC(C(=O)Nc3ccccn3)CC2=O)cc1 (centres undefined)	-2%	-4%	-2%	-3%	1%	11%	19	5%	5%	-1%	3%
NC(=O)c1cc(S(=O)(=O)NCc2cccc(Br)c2)cs1	-11%	-4%&-1%	-3%	2%	-6%	1%	-2	-7%	-1%&-1%	0%	-5%
Cc1cccc(C2c3[nH]c4ccccc4c3CCN2C(=O)Cc2nc(-c3ccccc3)n[nH]2)n1 (centres undefined)	-10%	-53%	-9%	-2%	-3%	25%	2	18µM*	4%	-4%	0%
O=C(CN1CCCC1)Nc1c(Cl)cccc1Cl	-5%	3%	2%	nt	-5%	4%	3	2%	5%	1%	0%
CCn1c(/C=C/c2ccc(F)cc2)nc2ccccc2c1=O	28%	-22%	-5%	nt	-4%	7%	28	-26%	-23%	-1%	1%
COc1ccc(CCN2CC(C(=O)N3CCCCCC3)CCC2=O)cc1 (centres undefined)	2%	-15%	-3%	-1%	2%	-23%	3	12%	2%	-2%	0%
Cc1ccc(NS(=O)(=O)c2ccc(Cl)c(NC(=S)NC(=O)C3CCCCC3)c2)cc1Cl	?	-99%	-10%	-20%	-6%	?	0	-21%	0%	-3%	1%
CCc1ccc(/C=N/NC(=O)c2cc(C)on2)s1	5.6µM*	?	?	?	27%	5.6µM*	?	?	?	?	0%
COc1ccc(CCNC(=O)c2cnc3scc(C)n3c2=O)cc1OC	-9%	-38%	1%	8%	-1%	?	2	?	-1%	7%	4%
COCCn1c(SCC(=O)N2CCCC2)nnc1C(C)C	-1%	-1%	-2%	21%	4%	-10%	0	8%	3%	-3%	3%
Cc1cc(OCC(=O)NCC2CCC(C(=O)O)CC2)c2c(C)c(Cc3ccccc3)c(=O)oc2c1 (centres undefined)	-4%	7%	0%	10%	-1%	32%	-1	8%	2%	-3%	-4%
O=C(NCC1CCOCC1)c1cc(COc2ccc(F)cc2F)on1	12%	8%	-1%	-7%	0%	7%	?	9%	-11%	-3%	-1%
Cc1ccc(CN2C(=O)NC(Cc3c[nH]c4ccccc34)C2=O)cc1 (centres undefined)	?	-26%	1%	-3%	6%	41%	-13	4%	-2%	-2%	-2%
CC(C)c1nnc(NC(=O)COc2ccccc2[N+](=O)[O-])s1	28%	10µM*	?	7%	?	18%	nt	?	2%	?	0%
CCC(C)NS(=O)(=O)c1ccc(OCC(=O)NCc2ccc3c(c2)OCO3)cc1 (centres undefined)	3%	-26%	-10%	-7%	-5%	30%	4	?	0%	-3%	-11%
O=C(O)c1ccc(NCc2cccnc2)cc1	-6%	12%	-2%	4%	2%	0%	-1	0%	-2%	2%	-6%
CC1CC(C)(C)OC(C[N+]2(C)CCCCC2)O1 (centres undefined)	0%	0%	0%	-1%	1%	4%	-2	-12%	-2%	-2%	3%
COc1cc(/C=N/N2CCN(c3ccccc3OC)CC2)ccc1O	-13%	81%	?	13%	13%	3%	-1	?	?	11%	-1%
O=C(NNc1nc2cc3c(cc2s1)OCCO3)c1ccc(F)cc1	?	9%	6%	8%	17%	2.8µM*	2	?	?	27%	-6%
Cc1ccc(NC(=O)CSc2nnc(-c3ccncc3)o2)cc1C	-8%	-17%	3%	1%	-1%	-12%	-2	3%	5%	-1%	-2%
C[n+]1ccc(C(=O)N/N=C/c2ccco2)cc1	-8%	-4%	1%	2%	-2%	-1%	1	17%	-2%	-2%	3%

Brought forward from above: three compounds, then new ones.
SMILES	Gal4-VP16 FLuc	BRCA1 expr act	ELG1 genotox	p53 reactivation	NPC1 prom act	RORgamma inh	TRPV1 agonist	ELG1 repair inh	FLuc counter	Rab9 prom act	Tb PFK inh
O=C(NNc1nc2cc3c(cc2s1)OCCO3)c1ccc(F)cc1	?	9%	6%	8%	17%	2.8µM*	2	?	?	27%	-6%
Cc1ccc(NC(=O)CSc2nnc(-c3ccncc3)o2)cc1C	-8%	-17%	3%	1%	-1%	-12%	-2	3%	5%	-1%	-2%
C[n+]1ccc(C(=O)N/N=C/c2ccco2)cc1	-8%	-4%	1%	2%	-2%	-1%	1	17%	-2%	-2%	3%
COC(=O)c1ccc(NC(=O)CSc2nncn2C)cc1	-3%	6%	1%	2%	-7%	5%	0	-1%	-2%	-9%	0%
COc1ccc(S(=O)(=O)N2CCCCCC2)cc1C(=O)OCc1c(C)noc1C	2%	-22%	-5%	-15%	-2%	1%[10 µM]	16	?	1%	10%	1%
CCCc1nnc2n1N=C(c1ccc(OC)c(OC)c1)CS2	-6%	-60%	?	-9%	-1%	-12%	-1	?	-3%	-5%	-3%
COCCNC(=O)CNC(=O)c1nn(-c2ccc(OC)c(Cl)c2)c(=O)c2ccccc12	-6%	-19%	0%	2%	-6%	18%	-5	-22%	-5%	0%	-2%
O=C(Nc1nccs1)c1ccc(S(=O)(=O)N2CCCCC2)cc1	?	0%	11%	5%	12%	?	10	-2%	-2%	-2%	-9%
C(=C\c1ccccc1)/CN1CCN(Cc2ccc3c(c2)OCCO3)CC1	17%	nt	0%	-1%	0%	23%	-1	-7%	3%	-6%	0%
Cc1cccc(-c2nc(C#N)c(N3CCCCC3)o2)c1	19%	?	?	10%	?	-1%	?	?	13µM*	?	11%
O=C(O)c1ccc(Oc2c(C(F)(F)F)oc3cc(O)ccc3c2=O)cc1	-7%	0%	0%	1%	11%	-18%	3	?	-11%	-3%	-1%
CC(=O)c1cn(CCOc2ccccc2C)c2ccccc12	4.5µM*	-43%	28%	8%	-25%	?	3	?	2%	-26%	-1%
COc1ccc(N(CC(=O)NN=C2CCCC2)S(=O)(=O)c2ccccc2)cc1Cl	-3%	-25%	2%	-4%	2%	-25%	-1	13%	0%	-1%	13%
CCCn1c(SCC(=O)Nc2c(CC)cccc2CC)nnc1C(C)C	9%	-3%	-6%	-2%	5%	19%	1	16%	0%	1%	-8%
O=C(CNC1CCCCCC1)Nc1ccccc1N1CCCCC1	0%	-76%	2%	8%	-6%	-32%	?	-13%	0%	-3%	3%
CCOC(=O)[C@@H]1[C@H]2COc3cc(OC)ccc3[C@H]2N2C(=O)N(c3ccc(Cl)cc3)C(=O)[C@]12C	nt	-9%	1%	3%	nt	nt	nt	?	nt	nt	0%
COc1cc(OC)cc(C(=O)N[C@H](C(=O)Nc2nnc(C3CC3)s2)C(C)C)c1	-12%	-7%	3%	-2%	0%	42%	0	-5%	-5%	-4%	8%
CCOC(=O)c1[nH]c(C)c(C(=O)NCc2ccc(C)cc2)c1C	-1%	6%	1%	-1%	-1%	5%	19	-2%	3%	-2%	-5%
O=C(COC(=O)C1CC1)Nc1ccc2c(c1)OCO2	?	-18%	6%	2%	10%	31%	-3	?	?	3%	1%
N=C1C(=O)OCC1c1ccccc1NC(=O)c1ccccc1 (centres undefined)	-6%	-33%	0%	-4%	-2%	-12%	1	-11%	4%	-4%	4%
COc1ccc(S(=O)(=O)N2CCOC2CNC(=O)C(=O)NCc2ccc3c(c2)OCO3)cc1OC (centres undefined)	-6%	-15%	-5%	-3%	-2%	-29%	9	2%	-3%	3%	-5%
Nc1nc(-c2cccnc2)nc2sc3c(c12)CCCC3	4%	84%	7.3µM*	1%	2µM*	-20%	?	?	1.1µM*	3.2µM*	5%
COc1ccc(N2CCN(CC(O)COc3ccc4c(c3)CCC4)CC2)cc1 (centres undefined)	-1%	0%	0%	2%	3%	-2%	9	-6%	-1%	19%	-6%

Rows were taken by chance (roughly 15% active in at least one column).
